SRC2 inh: inhibition of GAL4-SRC2 driven luciferase reporter, primary screen, SRC2 inhibitor project, cell-based, luminescence; Nuclear receptor coactivator 2 (Homo sapiens), Q15596; HEK293 GAL4-SRC2 luciferase reporter; inhibition, % at 9 µM; 370,000 compounds, 0.17% hits; AID 651957, 2012;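 active means inhibition above the mean inhibition of all tested compounds plus 3 SD, set per campaign, cut at about 52% in these data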;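 further: 0% = DMSO treated cells and 100% = cells given Gossypol at 36 µM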
TLR9-MyD88 block: inhibitors of TLR9-MyD88 association in cells, primary screen, cell-based, CHO, BLA complementation, fluorescence | Toll-like receptor 9 (Homo sapiens) + Myeloid differentiation primary response protein … | CCF4 FRET ratio | inhibition, % at 4.98 µM | 340,000 compounds, 0.21% hits;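 active means inhibition above the mean over all tested compounds plus 3 SD, cut at about 21% in these data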;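 further: 0% = DMSO only wells and 100% = clavulanate BLA inhibitor control wells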
m5-HT2A agonist: mouse Htr2a agonists via beta-arrestin recruitment, primary screen, cell-based, luminescence | 5-hydroxytryptamine receptor 2A (Mus musculus), P35363 | CHO-K1 mHTR2A beta-arrestin complementation; percent of 30 µM serotonin response | activation, % at 7.6 µM | 360,000 compounds, 0.66% hits | AID 624169, 2012;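 active means activation above a run cutoff, the mean activation of all tested compounds plus 3 SD, cut at about 14% in these data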;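 further: 0% = plate median of compound wells and 100% = 30 µM serotonin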
N-glyco inh: increase of ERlucT glycosylation luciferase signal, primary screen, N-linked glycosylation inhibitor project, D54 ERlucT cells, luminescence, set 2 | reporter increase, % at 12.5 µM | 360,000 compounds, 0.23% hits | D54 ERlucT glycosylation luciferase reporter, 24 h; percent of 100 nM tunicamycin response;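 active means mean luciferase reporter signal, scaled so untreated is 0 and the glycosylation-blocking control 100, at or above a set limit in every replicate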;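 further: luciferase carries N-glycosylation sites so blocking glycosylation raises the light; 0% = median of neutral control wells and 100% = median of 100 nM tunicamycin wells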
ABHD5 PLIN5 PPI: ABHD5-PLIN5 interaction inhibitors, primary screen, cell lysate, split luciferase complementation, luminescence. Perilipin-5 (Homo sapiens) + 1-acylglycerol-3-phosphate O-acyltransferase ABHD5 (Homo …. Split G. princeps luciferase complementation, 4 h. inhibition, % at 4 µM. 360,000 compounds, 0.78% hits;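 active means inhibition above the mean inhibition across every tested compound plus 3 SD, cut at about 22% in these data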;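 further: 0% = DMSO only wells and the 100% control is not disclosed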
MC4R antagonist: MC4R antagonists of cAMP signaling, primary screen, cell-based, TR-FRET, antagonist arm of biased-ligand search; MC4R-expressing cells, MTII-stimulated cAMP, LANCE TR-FRET; inhibition, % at 6.5 µM; 360,000 compounds, 0.48% hits;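 active means inhibition above its plate's cutoff, the mean of tested wells on that plate plus 3 SD, cut at about 29% in these data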;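 further: 0% = Melanotan II alone and 100% = Melanotan II plus saturating MCL0020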
Target sequence (P32245 whole entry, looked up): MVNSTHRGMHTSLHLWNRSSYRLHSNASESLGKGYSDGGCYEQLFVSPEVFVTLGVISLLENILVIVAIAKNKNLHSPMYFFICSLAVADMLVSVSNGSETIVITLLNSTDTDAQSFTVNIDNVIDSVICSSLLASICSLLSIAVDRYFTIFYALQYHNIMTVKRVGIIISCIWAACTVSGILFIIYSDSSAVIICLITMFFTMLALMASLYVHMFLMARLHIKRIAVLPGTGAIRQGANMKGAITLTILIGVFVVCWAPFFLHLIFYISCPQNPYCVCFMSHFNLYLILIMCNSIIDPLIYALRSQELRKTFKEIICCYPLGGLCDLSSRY
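system = U2OS cells with stable human MC4R expression | also added = Melanotan II challenge after compound preincubation | dosing = one concentration, 6.5 µM nominal | incubation = compound 30 min, challenge 1 h, detection 1 h | measured by = TR-FRET with Eu-cAMP and labeled anti-cAMP, 671 nm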
Cardio protect: cardioprotection against H2O2-induced cell death, primary screen, uHTS, H9c2 cells, ATPLite luminescence; AID 588492, 2011; protection from H2O2 cell death, % at 20 µM; H9c2 cardiomyocytes, H2O2 injury protection, 2 h; 360,000 compounds, 0.63% hits;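 active means compounds giving at least 50% protection of heart cells from peroxide-induced death in the single-dose screen, raw or plate-pattern-corrected value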;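 further: 0% = DMSO wells with peroxide and 100% = DMSO wells without peroxide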
ABCB6 inh MLPCN: ABCB6 transporter inhibitors, primary screen, K562-ABCB6 cells, flow cytometry, MLPCN library | ATP-binding cassette sub-family B member 6 (Homo sapiens), Q9NP58 | 360,000 compounds, 0.19% hits | fluorescence ratio to DMSO, % at 10 µM | K562-ABCB6 porphyrin accumulation, 1 h; hits give low values | AID 602162, 2011;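 active means fluorescence ratio to DMSO below 75%, the collection mean minus 3 SD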;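 further: signal is porphyrin accumulated inside mitochondria; 100% equals median channel fluorescence of DMSO control wells; lower ratio means ABCB6 inhibition with less porphyrin fluorescence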
MC4R barr agon: MC4R agonists recruiting beta-arrestin, primary screen, cell-based, luminescence, agonist arm of biased-ligand search; Melanocortin receptor 4 (Homo sapiens), P32245; U2OS MC4R beta-arrestin complementation; percent of melanotan II response, DMSO zero; 360,000 compounds, 0.98% hits; AID 540308, 2011; activation, % at 8.9 µM;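 active means activation above a per-plate cutoff, the mean activation of sample wells on that plate plus 3 SD, cut at about 8% in these data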
NOD2-RIPK2 inh: NOD2-RIPK2 binding disruptors in cells, primary screen, fluorescence, CHO cells, BLA complementation. CCF4 ratio. AID 624267, 2012. inhibition, % at 4.98 µM. Receptor-interacting serine/threonine-protein kinase 2 (Homo sapiens), O43353. 360,000 compounds, 0.38% hits; in the data active means inhibition above about 21%;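 further: 0% = vehicle only and 100% = reference blocker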
Target sequence (O43353 whole entry, looked up): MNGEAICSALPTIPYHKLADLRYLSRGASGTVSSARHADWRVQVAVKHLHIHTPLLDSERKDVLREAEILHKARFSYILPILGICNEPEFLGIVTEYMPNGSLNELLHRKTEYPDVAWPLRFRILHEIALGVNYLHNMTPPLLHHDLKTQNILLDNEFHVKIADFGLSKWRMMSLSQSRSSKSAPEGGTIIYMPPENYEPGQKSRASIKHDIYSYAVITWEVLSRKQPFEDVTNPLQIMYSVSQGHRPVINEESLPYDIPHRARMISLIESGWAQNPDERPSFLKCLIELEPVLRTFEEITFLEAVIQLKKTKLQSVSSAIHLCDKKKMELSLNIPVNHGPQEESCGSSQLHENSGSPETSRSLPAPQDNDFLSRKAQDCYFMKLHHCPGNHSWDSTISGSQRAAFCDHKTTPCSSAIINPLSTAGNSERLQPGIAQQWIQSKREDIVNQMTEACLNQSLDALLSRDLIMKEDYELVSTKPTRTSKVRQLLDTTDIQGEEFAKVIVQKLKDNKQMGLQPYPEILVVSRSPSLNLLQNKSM
* = called active by the depositor; . = not tested or not shown. Only part of the results is shown (hit frequency here may not be typical).

SMILES	SRC2 inh	TLR9-MyD88 block	m5-HT2A agonist	N-glyco inh	ABHD5 PLIN5 PPI	MC4R antagonist	Cardio protect	ABCB6 inh MLPCN	MC4R barr agon	NOD2-RIPK2 inh
COc1ccc(CCC(=O)NCc2ccc3c(c2)OCO3)cc1	-8.7	2.4	-1.5	1.4	2.1	5.9	1.8	88.0	0.7	-10.4
C/C(=C\c1ccc(N)cc1)c1nc2ccccc2[nH]1	-37.8	2.0	8.0	-3.3	-2.3	-3.0	-4.1	94.0	-1.8	9.2
COc1ccccc1C(=O)N/C(=C/c1ccc2c(c1)OCO2)C(=O)Nc1cccc(C(=O)O)c1	6.5	8.4	6.3	1.5	-2.8	0.3	-0.8	98.0	0.0	-6.9
COCCCNC(=O)CSc1nc2c(sc3ccccc32)c(=O)n1CCCC(=O)NCC1CCCO1 (stereo not given)	0.2	-6.5	0.9	0.0	4.6	23.9	3.0	105.0	-2.4	-14.7
CC1CCC(C(O)(C(=O)c2ccccc2)c2ccccc2)C(=O)C1 (stereo not given)	-3.0	-3.5	0.6	-5.9	-8.4	5.0	-8.1	97.0	2.2	5.4
CC(=O)c1cccc(-c2ccnc3c2CC(C(=O)NCc2ccc(F)c(F)c2)O3)c1 (stereo not given)	12.1	.	-0.9	34.5*	-1.5	-9.9	2.8	96.0	-1.8	0.2
COc1ccccc1NS(=O)(=O)c1cc(NC(=O)c2ccncc2)ccc1N1CCCC1	-14.6	2.2	-7.7	-5.1	-0.8	-1.7	3.5	103.0	-0.3	7.8
CCOC(=O)c1oc2cc(O)cc(O)c2c(=O)c1OCc1ccccc1	-44.1	-0.1	0.1	0.0	-3.5	-6.8	0.8	101.0	1.8	-4.7
c1ccc(-c2nnc(CN3CCCc4ccccc43)o2)cc1	-21.6	-0.4	0.5	-4.2	1.4	-3.6	-2.1	277.0	-1.3	-3.7
Nc1ccc(-c2cc3ccccc3oc2=O)cc1	85.5*	-2.5	4.1	-4.7	2.2	-0.8	-5.0	97.0	-1.6	11.2
CCOc1ccc(-c2noc(CCC(=O)NC3CCCCC3)n2)cc1OC	-29.5	-10.6	2.0	-1.5	-1.0	-4.8	-4.3	96.0	-1.3	2.5
CCC(C)(C)NC(=O)C(c1ccc(F)cc1)N(Cc1cccc(OC)c1)C(=O)c1cnccn1 (stereo not given)	13.6	-16.6	3.9	0.9	3.8	-7.4	-0.7	92.0	1.7	5.3
CCCCc1ccc(NC(=O)C(C)CC)cc1 (stereo not given)	-37.8	-3.1	3.6	-2.8	-1.9	2.9	-2.8	107.0	-0.8	-5.0
COc1ccc2c(CN(C)c3ccccc3)cc(=O)oc2c1	-21.0	-1.4	1.0	-2.6	-3.8	-15.9	-3.7	99.0	-3.4	4.9
Cc1onc(-c2ccccc2)c1C(=O)Nc1ccon1	7.4	-2.8	-6.0	1.7	-2.3	2.1	4.7	95.0	-1.8	6.6
COc1ccc(CC(=O)NCc2n[nH]c(=S)n2-c2ccccc2)cc1	-22.5	-17.1	7.9	-0.6	-4.2	9.3	0.4	96.0	-2.1	13.2
CCCn1c(=O)c(C(=O)Nc2ccccc2N)c(O)c2ccccc21	13.5	-2.1	-2.0	4.3	5.9	6.0	4.9	96.0	-0.8	-2.4
N#CCC(=O)Nc1ccc(C(=O)Nc2ccc3c(c2)OCO3)cc1	-15.9	-5.1	-1.2	-0.4	-9.4	13.0	-2.9	102.0	0.3	-5.0
CCN(c1ccccc1)c1nc2nonc2nc1NCCO	2.3	1.0	2.2	-1.2	-0.4	13.9	12.4	101.0	-3.0	2.7
CCCc1ccc(OCC(O)CN2CCN(C(=O)OCC)CC2)cc1 (stereo not given)	1.7	6.6	-6.2	0.1	-5.8	5.0	-5.0	97.0	-1.5	-9.5
O=C(NNC(=O)OCc1ccccc1)OCc1ccccc1	3.2	7.2	3.8	-0.6	-4.4	-5.5	2.3	99.0	-0.7	4.4
O=S(=O)(c1cccc(-c2nc3n(n2)Cc2ccccc2-3)c1)N1CCCC1	-13.1	-5.6	8.1	1.1	3.6	0.6	-0.6	98.0	-0.4	-11.5
O=c1cc(O)nc(SC23CC4CC(CC(C4)C2)C3)[nH]1	5.0	-2.2	0.2	0.2	-8.7	4.9	4.8	97.0	-0.9	-0.4
COC(=O)C(N)Cc1ccc(Cl)cc1 (stereo not given)	6.4	-3.8	-1.8	0.5	6.4	4.3	12.0	102.0	-1.2	-17.0
CC(=O)NCc1ccc(C(=O)CSc2nnc(C3CC3)n2C2CC2)cc1	3.8	6.7	-10.0	-0.5	3.2	-7.8	0.8	92.0	-3.9	1.0
O=C(NCC1COc2ccccc2O1)Nc1ccccc1F (stereo not given)	7.0	2.8	-0.9	-0.8	-6.4	0.3	9.0	93.0	0.6	-11.2
O=C(COC(=O)c1cccc(S(=O)(=O)N2CCOCC2)c1)Nc1ncc(Cl)cc1Cl	-7.5	-3.0	2.5	3.0	-6.5	13.3	5.0	101.0	-0.8	-2.6
O=C(c1ccc(Cl)c(S(=O)(=O)N2CCCCC2)c1)N1CCCCCC1	-0.3	2.2	-2.7	-0.8	-6.1	-0.6	0.8	102.0	-1.6	2.5
COC(=O)c1scc(C)c1N/N=C(\C)c1cc(F)c(Cl)cc1F	-4.0	4.5	7.6	1.2	5.1	-2.3	-8.8	102.0	0.1	-6.2
COc1ccc(C(O)P(=O)(OC(C)C)c2ccc(N(C)C)cc2)c(OC)c1 (stereo not given)	-3.6	7.2	-5.4	-1.2	2.2	10.4	9.3	100.0	-0.5	-0.5
COc1ccc(NC(=O)c2cc(-c3cc(F)ccc3OC)n[nH]2)c(C)c1	-23.6	.	-2.0	-3.4	0.3	5.0	3.7	95.0	-1.5	4.7
CC(=O)c1ccc(N2CCN(S(=O)(=O)c3ccc4c(c3)CC(C)N4C(=O)C3CC3)CC2)cc1 (stereo not given)	15.2	-9.5	-5.7	0.4	0.8	1.7	-15.3	95.0	-1.2	1.0
Cc1ccsc1/C=C1/SC(N2CC(C)OC(C)C2)=NC1=O (stereo not given)	-27.6	3.5	-1.6	8.8	8.5	-20.8	12.1	102.0	2.8	4.4
CC(=O)N1CCN(Cc2nc3cc(NC(=O)c4ccccc4)ccc3n2C)CC1	-34.7	-19.0	2.2	1.0	0.0	-1.9	3.9	89.0	-0.9	-13.5
Cc1cc(C)cc(C(O)c2ncc(-c3ccccc3F)[nH]2)c1 (stereo not given)	0.4	.	3.0	1.9	6.4	1.4	-11.4	97.0	0.7	-4.3
COc1cc(C2NC(=O)NC(C)=C2C(=O)OC2CCCCC2)cc(Cl)c1O (stereo not given)	-20.2	-11.0	1.6	-0.7	-0.4	10.1	-5.3	99.0	1.2	-5.7
O=C(/C=C/c1ccc2c(c1)OCO2)NCCSCc1cccc(Cl)c1	-20.3	-4.0	-6.4	1.2	4.4	-4.5	-4.2	89.0	-0.3	5.0
O=C(CCN1CCCCC1)Nc1cccc(Cl)c1	7.1	-0.3	-2.1	0.8	1.5	0.3	3.9	100.0	-1.3	-2.0
Cc1nc(NC(=O)c2ccccc2)sc1-c1csc(Nc2ccc(C(=O)O)cc2)n1	-2.6	2.5	1.7	-4.0	-3.5	16.8	2.4	105.0	0.5	-6.7
COc1cccc(C(=O)NNC(=O)C(=O)Nc2cccc3ccccc23)c1	-1.9	-4.0	-6.3	2.5	3.8	0.4	2.3	101.0	0.6	2.1
Cc1cc(NC(=O)C2CC2)n(-c2nc3ccccc3s2)n1	-35.3	-4.8	6.3	-0.1	1.9	0.4	-3.6	102.0	-1.1	8.0
COC(=O)c1c(NC(=O)c2ccc(OC(C)C)cc2)sc2c1CC(C)(C)NC2(C)C	-14.1	-11.5	-2.5	0.3	4.5	5.3	-34.5	102.0	1.9	-27.7
COc1ccccc1NC(=O)CN1C(=O)NC(C)(C)C1=O	-17.7	-5.8	-3.5	1.7	-3.1	-0.1	1.5	103.0	-0.2	-6.4
CC(C)CCC(C(=O)O)C(C)CC(=O)Nc1ccn(-c2ccccc2)n1 (stereo not given)	2.2	-4.3	-0.1	1.8	6.0	25.2	1.8	90.0	-0.5	-12.1
COc1ccc(NC(=O)CN(C)C(=O)/C=C/c2ccc(OCc3ccccc3)cc2)cc1	-4.6	-1.0	4.3	-6.3	0.5	-0.6	-10.2	96.0	19.0*	-9.6
Cc1cc(C(=O)OCC(=O)Nc2cccc(S(=O)(=O)N(C)C)c2)c(C)o1	-18.2	-15.1	12.4	-0.2	-1.1	1.2	-2.1	100.0	0.6	-13.7
C=CCC(C(=O)OC)(C(=O)OC)c1ccc([N+](=O)[O-])cn1	-2.9	5.0	1.4	2.6	-2.6	16.8	1.6	98.0	0.1	-0.8
NC(=O)Cc1ccc(Nc2nnc(-c3ccc(O)cc3)c3ccccc23)cc1	21.3	-1.0	2.6	2.0	-2.7	12.5	2.0	106.0	1.3	-12.4
Cc1ccc(-n2nnnc2SCC(=O)NCCC2=CCCCC2)c(C)c1	-23.7	1.9	1.5	-2.5	-4.7	7.5	-7.7	95.0	0.8	-7.0
Cc1ccccc1N1CCN(S(=O)(=O)c2ccc3oc(=O)ccc3c2)CC1	12.9	-7.7	-0.7	-0.4	-4.5	16.9	-18.7	104.0	-0.3	-1.4
Cc1ccc(-c2nc(SCC(=O)NCC3CCCO3)c(-c3ccccc3)[nH]2)cc1 (stereo not given)	-1.4	-3.2	-9.0	-5.4	-13.4	17.3	6.5	102.0	1.1	-5.1
COc1cccc(C(=O)CSc2nc3ccccc3n2CC(=O)N2CCOCC2)c1	0.9	-1.6	0.0	1.6	-4.1	0.2	-1.8	98.0	-1.7	-4.9
COc1ccc(C(=O)N/C(=C\c2ccco2)C(=O)NCCN2CCOCC2)cc1	.	-9.4	-2.9	0.2	-2.5	8.5	-2.8	100.0	1.4	-5.2
CSc1ccc(CN2CCC(C)(Oc3cccc(F)c3)C2)cc1 (stereo not given)	0.0	.	-6.7	0.8	0.1	-0.5	-2.3	99.0	-0.3	-7.6
O=c1c(N2CCOCC2)nsn1Cc1ccccc1	-6.1	4.7	8.0	-1.2	-1.2	0.1	0.0	80.0	-2.9	4.2

Bioassay records: PubChem, several laboratories
